# GPR35 arrestin U2OS – inhibition of zaprinast-stimulated GPR35 beta-arrestin translocation – imaging, U2OS, beta-arrestin-GFP, zaprinast agonist, primary screen (AID 2058) | U2OS GPR35 beta-arrestin-GFP translocation imaging, zaprinast antagonism; higher % means a stronger effect | inhibition, % at 10 µM, or IC50 in µM where a hit was titrated | 290,000 tested, 0.052% active;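 active means inhibition of at least 50% with at least 30 cells and total cytoplasm GFP at most 10,000,000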
# GPR55 antagonists – GPR55 antagonists blocking LPI-driven arrestin recruitment, primary screen, imaging, U2OS, beta-arrestin-GFP, LPI agonist (AID 2013); inhibition, % at 10 µM, or IC50 in µM where a hit was titrated; U2OS GPR55 beta-arrestin-GFP translocation imaging, LPI antagonism; higher % means a stronger effect; 290,000 tested, 0.13% active;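 active means spots per cell inhibited over 60%, with over 100 cells counted and total cytoplasm intensity under 500,000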;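 further: U2OS cells stably carrying GPR55 and arrestin-GFP stimulated by 5 µM LPI near EC80; imaged beta-arrestin-GFP aggregate spots per cell after agonist stimulation; plate controls were LPI-stimulated DMSO wells for no effect and DMSO wells without LPI for full effect; some results filed as inactive read as strong as hits; confirmed hits need IC50 under 10 µM and bright autofluorescent wells are also inconclusive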
# NTR1 ag – NTR1-driven beta-arrestin-GFP spot formation – imaging, U2OS cells, high content, primary screen (AID 493036). 330,000 tested, 0.17% active. activation, % at 20 µM. agonist mode. P30989;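 active means activation at or above 40% of the spot to cytoplasm intensity ratio, with at least 20 cells analyzed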;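 further: 0% = DMSO without peptide and 100% = 100 nM NTR1 peptide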
# Target sequence (P30989 whole entry, looked up): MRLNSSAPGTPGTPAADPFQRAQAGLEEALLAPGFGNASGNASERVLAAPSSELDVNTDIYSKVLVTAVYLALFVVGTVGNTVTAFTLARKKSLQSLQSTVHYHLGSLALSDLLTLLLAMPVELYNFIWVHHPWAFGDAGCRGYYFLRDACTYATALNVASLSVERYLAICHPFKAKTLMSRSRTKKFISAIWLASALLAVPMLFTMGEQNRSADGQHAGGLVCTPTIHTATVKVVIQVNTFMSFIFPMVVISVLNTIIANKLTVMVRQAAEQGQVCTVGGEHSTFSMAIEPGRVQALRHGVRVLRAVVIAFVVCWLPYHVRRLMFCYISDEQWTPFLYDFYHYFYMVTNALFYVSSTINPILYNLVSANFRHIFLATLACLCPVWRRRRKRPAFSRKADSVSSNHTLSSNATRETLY
# NOD1 NF-kB reporter – inhibition of NOD1-driven NF-kB reporter – cell-based, luminescence, uHTS, primary screen (AID 1578) | NOD1-driven NF-kB luciferase reporter cells, luminescence; higher % means a stronger effect | one-dose inhibition, % at 4 µM; EC50 in µM for titrated hits | 290,000 tested, 1% active; in the data active means inhibition mostly above about 36%, no sharp cut-off; inactive means mostly below about 34%;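 further: HEK-293T reporter cells stimulated with the NOD1 agonist gamma-tri-DAP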
# K1F lysis inhibition – protection from phage-mediated lysis, alamar blue read-out – E. coli UTI89, K1F phage, bacterial capsule biogenesis inhibitors (AID 488966) | E. coli UTI89 K1F phage lysis, alamar blue, 2 h; higher % means a stronger effect | one-dose inhibition, % at 100 µM; IC50 in µM for titrated hits | 340,000 tested, 0.02% active;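 active means phage lysis inhibition, versus mean bacterial control, above a set limit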;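 further: capsule biogenesis inhibitors block K1F phage lysis so surviving cells raise fluorescence; higher fluorescence means more inhibition of phage lysis; actives were called in the ten point dose series up to 300 µM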
# MgcRacGAP inhibition – MgcRacGAP GTPase-activating activity inhibitors, confirmation, biochemical, ADP Hunter fluorescence; MgcRacGAP-stimulated Rac1 GTP hydrolysis, ADP Hunter fluorescence; higher % means a stronger effect; GST-tagged Rac1 F28L mutant substrate; inhibition, % at 30 µM, or IC50 in µM where a hit was titrated; 340,000 tested, 0.6% active; AID 624330;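 active means first-screen hits whose inhibition reached a set limit at any dose in the follow-up dose series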;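 further: fluorescence reports GDP produced by GAP-driven GTP hydrolysis; strong numbers were not always called active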
# KOR beta-arrestin-1 – KOR antagonists, beta-arrestin recruitment, cell-based, luminescence, uHTS (AID 1778). KOR beta-arrestin recruitment, luminescence, antagonist mode; higher % means a stronger effect. one-dose inhibition, % at 10 µM; IC50 in µM for titrated hits. 290,000 tested, 0.091% active; in the data active means inhibition above about 50%; further: strong numbers were not always called active
# KOR beta-arrestin-2 – KOR agonists, beta-arrestin recruitment, primary screen, cell-based, luminescence, uHTS (AID 1777); KOR beta-arrestin recruitment, luminescence; higher % means a stronger effect; activation, % at 10 µM, or EC50 in µM where a hit was titrated; 280,000 tested, 0.02% active; in the data active means activation above about 50%, passing the limit was not always enough; further: a part of the inactive calls stands beside numbers as strong as those of hits
# GPR55 beta-arrestin – GPR55 agonists via beta-arrestin recruitment, primary screen, imaging, U2OS cells, beta-arrestin-GFP redistribution (AID 1961); U2OS GPR55 beta-arrestin-GFP redistribution imaging; higher % means a stronger effect; one-dose activation, % at 10 µM; EC50 in µM for titrated hits; 290,000 tested, 0.048% active;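 active means activation above 40% with more than 50 cells counted in the well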;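 further: U2OS osteosarcoma cells stably expressing GPR55 and beta-arrestin-GFP; plate controls were DMSO negative control for no effect and LPI positive control for full effect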
# NTR1 ag cell count 20 µM – second read-out of NTR1 ag, no call of its own (marks repeat the call); cell count; measured here: cell count, cytotoxicity flag
# * hit, by the source's call; · = not tested or not shown; [ ] = dose if it differs, or a comment. The list is partial; count on the stated rates, not on these rows.
SMILES,GPR35 arrestin U2OS,GPR55 antagonists,NTR1 ag,NTR1 ag cell count 20 µM,NOD1 NF-kB reporter,K1F lysis inhibition,MgcRacGAP inhibition,KOR beta-arrestin-1,KOR beta-arrestin-2,GPR55 beta-arrestin
N#Cc1ccc(-c2ccc(Cl)cc2)nc1SCC(=O)c1cccc(Cl)c1,-8%,2%,-2.3,50,-10%,3.3%,7%,-32%,-1.0%,0.2%
O=[N+]([O-])c1cc(C(F)(F)F)cc([N+](=O)[O-])c1NCCNC(=S)Nc1ccc(Cl)c(Cl)c1,2%,3%,16,47,-5%,-0.7%,17%,4%,3.5%,-0.2%
CCOc1ccccc1C(=O)Nc1ccc(S(=O)(=O)Nc2nccc(C)n2)cc1,-1%,1%,0.9,60,-26%,0.5%,3%,-37%[20 µM],-1.8%,-0.3%
CC(C)C1=NN(C(=O)c2cccnc2)C(O)(C(F)(F)F)C1 (stereo not given),-1%,-15%,1.0,51,8%,0.8%,5%,-29%,5.2%,0.1%
O=C(OCC(=O)N1CCN(c2ccccc2)CC1)c1cccc(Cl)c1,0%,14%,-0.3,79,3%,1.2%,-1%,-8%,-8.7%,-0.2%
COc1ccc(C(=O)Nc2ccc3ncccc3c2)cc1,2%,-3%,0.1,54,-10%,0.0%,9%,-44%[20 µM],-1.0%,-0.2%
O=S(=O)(/N=C(/NNS(=O)(=O)c1ccccc1)c1ccccc1)c1ccccc1,5%,1%,3.2,59,-41%,0.1%,0%,-38%,3.4%,-0.1%
NCCCC[C@H](NC(=O)C1CCNCC1)c1nnc([C@@H](N)CO)o1,2%,-12%,5.9,89,-21%,1.2%,19%,-14%,-1.6%,-0.1%
Cc1ccc(C2C(C(=O)O)c3ccccc3C(=O)N2C)o1 (stereo not given),-5%,0%,-0.1,44,16%,3.1%,2%,-25%,6.0%,0.0%
COc1ccc(OC)c(C(=O)NC(CC(N)=O)c2ccc(N3CCN(c4ccccn4)CC3)c([N+](=O)[O-])c2)c1 (stereo not given),-1%,-2%,-5.4,84,13%,-0.5%,5%,-28%[20 µM],-2.9%,-0.2%
Cc1ccc(-c2nnc(SCC(=O)N3c4ccccc4NC(=O)C3(C)C)n2N)cc1,14%,6%,2.6,82,-11%,-0.1%,7%,-6%,3.6%,-0.1%
CCN(CC)S(=O)(=O)c1cccc(C(=O)N2CC(O)CC2C(=O)OC)c1 (stereo not given),16%,20%,-0.4,58,-12%,-0.1%,-3%,-14%,-1.9%,-0.2%

# The list goes on; it opens with the 4 that closed the last part.
SMILES,GPR35 arrestin U2OS,GPR55 antagonists,NTR1 ag,NTR1 ag cell count 20 µM,NOD1 NF-kB reporter,K1F lysis inhibition,MgcRacGAP inhibition,KOR beta-arrestin-1,KOR beta-arrestin-2,GPR55 beta-arrestin
Cc1ccc(C2C(C(=O)O)c3ccccc3C(=O)N2C)o1 (stereo not given),-5%,0%,-0.1,44,16%,3.1%,2%,-25%,6.0%,0.0%
COc1ccc(OC)c(C(=O)NC(CC(N)=O)c2ccc(N3CCN(c4ccccn4)CC3)c([N+](=O)[O-])c2)c1 (stereo not given),-1%,-2%,-5.4,84,13%,-0.5%,5%,-28%[20 µM],-2.9%,-0.2%
Cc1ccc(-c2nnc(SCC(=O)N3c4ccccc4NC(=O)C3(C)C)n2N)cc1,14%,6%,2.6,82,-11%,-0.1%,7%,-6%,3.6%,-0.1%
CCN(CC)S(=O)(=O)c1cccc(C(=O)N2CC(O)CC2C(=O)OC)c1 (stereo not given),16%,20%,-0.4,58,-12%,-0.1%,-3%,-14%,-1.9%,-0.2%
Cc1cc(=O)[nH]c(N/N=C/c2ccc(-c3ccc([N+](=O)[O-])cc3)o2)n1,-9%,8%,-0.8,50,-22%,0.2%,4%,-26%,5.2%,-0.2%
COc1ccc(-c2nnc(OC)c3ccccc23)cc1,-5%,5%,3.6,47,2%,0.2%,14%,-16%[20 µM],2.2%,-0.2%
CCc1ccccc1N1C(=O)CC(N2CCc3ccccc32)C1=O (stereo not given),0%,9%,-1.3,34,-29%,-0.2%,-3%,-9%[20 µM],·,0.2%
CCOC(=O)C1CCN(Cc2cccc(Oc3ccccc3)c2)CC1,-8%,2%,-0.4,44,-8%,-1.2%,342µM*,-28%[20 µM],·,-0.2%
Cc1ccc(NC(=O)Nc2cccs2)cc1,-6%,3%,0.4,44,-28%,-1.0%,5%,7%,-1.5%,0.2%
O=C(Nc1ccc2c(c1)OCCO2)c1cnccn1,-11%,-2%,0.7,55,-9%,0.0%,-2%,-19%,2.3%,-0.1%
COCCN1Cc2cccc(C(=O)Nc3cc(OC)ccc3OC)c2C1=O,-1%,-2%,2.2,51,-4%,1.2%,7%,-23%,-3.1%,-0.1%
CC1CCN(C(=O)CNC(=O)Cc2ccccc2)CC1,-3%,3%,0.5,75,-30%,0.3%,3%,-13%[20 µM],0.5%,-0.1%
O=C(Nc1nc(-c2ccc3c(c2)Cc2ccccc2-3)cs1)c1ccccc1,-9%,-7%,-2.2,71,-16%,-1.6%,12%,8%,3.0%,-0.4%
O=C1CNC(=S)N1CCOc1ccccc1,2%,-8%,-1.2,60,3%,8.4%,-1%,14%,-3.8%,-0.4%
Cc1ccccc1S(=O)(=O)c1c(C)cc(C)n(CC(C)C)c1=O,1%,7%,-1.7,70,24%,-0.6%,9%,5%,53%,0.3%
O=C(/C=C/c1cccs1)Nc1ccc(Br)cn1,1%,-6%,-0.1,77,-59%,0.7%,10%,-71%,-1.8%,-0.1%
Cn1cccc1Cc1nnc(SCC(=O)NCc2ccc(F)cc2)n1-c1ccc(F)cc1,16%,-5%,3.3,58,19%,6.2%,1%,5%,-3.4%,-0.1%
CCC(C)NS(=O)(=O)c1ccc(OCC(=O)NCc2ccco2)cc1 (stereo not given),9%,0%,1.8,73,4%,0.1%,8%,-24%,2.6%,-0.2%
C=CCOC(=O)CCC(=O)Nc1cc(OC)nc(OC)n1,-7%,7%,-0.7,56,-2%,12%,8%,-26%,-3.5%,-0.1%
CCOC(=O)c1c(C)[nH]c(C(=O)CC(=O)OC)c1C,14%,2%,-1.4,97,-9%,0.1%,7%,13%[20 µM],·,-0.1%
COc1ccc(C2CC(c3ccccc3)=NN2C(=O)CSc2ncccn2)cc1 (stereo not given),-1%,0%,0.6,60,50%,3.6%,15%,-39%,3.1%,0.3%
O=C(Cc1cccc2ccccc12)NCCc1ccccc1,1%,-6%,-0.3,68,-34%,0.3%,5%,1%[20 µM],-9.5%,0.7%
NC(=O)c1ccccc1N/C=C1\CCCCC1=O,-13%,10%,-0.2,84,-14%,1.0%,4%,19%,-2.9%,0.0%
CCOc1ccc(NC(=O)Nc2ccc3c(c2)nc(C)n3C)cc1,2%,6%,1.2,53,-8%,0.8%,1%,16%,-0.8%,-1.1%
NS(=O)(=O)c1ccc(-n2nc(C(=O)O)cc2-c2ccc(Cl)cc2)cc1,2%,3%,0.6,44,-13%,-0.3%,6%,10%,0.3%,-0.4%
O=c1c2c3c(sc2n2cnnc2n1CCc1ccccc1)CCCC3,22%,7%,21,56,4%,1.2%,15%,-14%,-0.9%,-0.2%
CCOC(=O)c1cc(C(=O)NC(C)c2ccccc2)c(C)[nH]c1=O (stereo not given),-1%,-9%,0.4,45,-21%,-0.2%,7%,5%[20 µM],-1.5%,0.0%
Cc1ccc(/C=N/NC(=O)c2nnn(-c3nonc3N)c2CSc2ccccc2)s1,-8%,11%,2.0,74,-23%,0.3%,4%,-157%,-1.5%,0.2%
CCOC(=O)C1CCN(C(=O)CCS(=O)(=O)c2ccc3c(c2)CC(C)N3C(=O)CC)CC1 (stereo not given),-4%,3%,5.0,102,-8%,0.1%,-6%,0%,-1.7%,0.4%
CCn1cc(C(=O)N2CCCC(CO)(Cc3ccccc3C)C2)cn1 (stereo not given),-4%,-1%,-1.0,62,-23%,0.2%,9%,-6%,-1.8%,0.8%
COc1ccc(NS(=O)(=O)c2cc(-c3cnc(C4CC4)o3)ccc2C)cc1,12%,-4%,2.5,70,23%,0.0%,2%,-113%,6.2%,0.3%
O=C(NC1CC1)C1=C[C@H](C2CC2)C[C@H](OCCCCO)O1,-10%,1%,-6.2,91,-30%,1.0%,10%,-10%,-2.1%,0.1%
Cc1ccc(/C=N/N2CCN(Cc3ccccc3)CC2)o1,6%,2%,0.4,64,-26%,3.2%,6%,18%,-0.6%,-0.1%
CC1=NNC(=O)C1CCC(=O)N/N=C(\C)c1ccc(Cl)cc1 (stereo not given),-2%,9%,0.6,78,1%,0.6%[50 µM],5%,-16%,3.9%,-0.2%
CCC1Sc2ccc(S(=O)(=O)CCC(=O)Nc3cccc(Br)c3)cc2NC1=O (stereo not given),4%,14%,6.8,56,-14%,0.2%,10%,2%,-0.5%,-0.1%
CC(C)(C)C(=O)Cn1nnc(-c2ccc(C(F)(F)F)cc2)n1,-11%,2%,0.0,33,-4%,0.1%,-1%,17%,-2.4%,0.5%
Nc1nc(-c2ccccc2)[nH]c(=O)c1N,14%,15%,0.2,49,-16%,-0.1%,8%,0%,-1.3%,-0.5%
CC(C)OC(=O)CN1C(=O)C(=O)c2ccccc21,1%,-7%,0.1,81,-33%,0.6%,8%,-4%,-1.3%,-0.4%
Brc1ccccc1OCCCn1cnc2ccccc21,0%,-2%,1.4,56,-49%,0.7%,4%,19%,-4.4%,-0.2%
NC(=O)C1CCN(CCS(=O)(=O)c2ccc(Cl)cc2)CC1,2%,-3%,-1.3,44,-8%,0.9%,4%,-23%,-2.0%,-0.1%
CC(CCc1ccc(O)cc1)N(C)CCc1ccccc1 (stereo not given),9%,-8%,-0.1,47,23%,-2.1%,17%,-62%,-4.5%,0.3%
COc1ccc(N(C(C)=O)S(=O)(=O)c2cccc3cccnc23)cc1,6%,8%,-1.0,59,-11%,4.5%,2%,5%,8.1%,-0.3%
O=C(c1ccc(F)cc1)c1ccc(N2CCCC2)cc1,12%,6%,6.7,39,-9%,-0.1%,2%,-58%,-8.0%,-0.1%
CN(CC(=O)NC1CCCCC1)S(=O)(=O)c1ccc(Br)s1,12%,-1%,-0.3,56,6%,2.2%,10%,-44%,-5.8%,0.5%

# Assay outcomes deposited in PubChem BioAssay by several laboratories.
